Myeloid diff 2 – induction of myeloid progenitor differentiation, primary screen, cell-based, flow cytometry, MLPCN library | 360,000 tested, 1% active | calls only at 10 µM | ER-HoxA9 myeloid progenitors, lysozyme-GFP differentiation | AID 624256, 2012;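 active means normalized GFP-positive differentiation at or above the plate's own cutoff, the solvent-only control mean plus 3 SD; inconclusive means no clear call, values can overlap the other calls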;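 further: cells exposed to compound for four days before flow analysis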
Lipid droplet – inhibitors of hepatocyte lipid droplet formation, primary screen, imaging, high-throughput imaging, BODIPY stain. AML12 mouse hepatocytes, oleate lipid droplets. inhibition, % at 6.5 µM. 240,000 tested, 0.4% active. AID 1656, 2009;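 active means lipid droplet intensity inhibited by at least 50%, with more than 500 cells counted; inconclusive means wells with under 300 cells, treated as cytotoxic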
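Assay system: AML12 mouse liver cells | Compound dosing: One dose, 6.5 µM compound | Read-out basis: Droplet intensity reduction, % inhibition | Measured by: Fluorescence imaging, 20x objective, two fields per well | Schedule: Overnight treatment with compound plus oleate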
TNAP activation fold – human TNAP enzyme activators, primary screen, biochemical, luminescent, no phosphate acceptor, uHTS (AID 1001) | activation fold at 20 µM, or EC50 in µM where a hit was titrated | Alkaline phosphatase, tissue-nonspecific isozyme (Homo sapiens) | purified TNAP, luminescent activation assay, no phosphate acceptor; higher activation fold means a stronger effect | 200,000 tested, 0.03% active; in the data active means activation fold from about 3, or a potency from the dose series; inactive means the rest, 99 in 100 with activation fold below about 1.6; further: many of its hits are not listed in these tables
b-catenin transl – modulators of beta-catenin nuclear translocation, primary screen, imaging, HeLa cells, immunofluorescence, high-content | nuclear translocation activity, % at 5 µM | 190,000 tested, 0.3% active;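 active means nuclear translocation activity above 50% at 5 µM, with a well cell count of 50 or more; inconclusive means wells under 50 cells across six images, flagged as toxic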;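 further: per-cell ratio of nuclear to cytoplasmic median beta-catenin stain intensity; plate controls were DMSO negative control for no effect and GSK-3 inhibitor IX positive control for full effect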
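System: Human HeLa cells, endogenous beta-catenin | Compound dosing: 5 µM primary, 0.02–20 µM confirmation | Timing: 24 h compound exposure at 37°C, 5% CO2 | Measured by: Fluorescence imaging of beta-catenin antibody stain plus DAPI | Read-out basis: % activation of per-cell nuclear versus cytoplasmic median beta-catenin signal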
MT stabilize HCS – microtubule stabilizers in HeLa cells, primary screen, imaging, high-content imaging; HeLa tubulin immunostaining HCS, 24 h; share of cells brighter than vehicle mean+2SD; % tubulin-high responders, % at 10 µM; 200,000 tested, 0.83% active;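 active means plate Z-score above 3 for both tubulin-high and condensed-nucleus cell shares, with cell loss under 80%, at 10 µM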;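 further: anti alpha tubulin signal scored within the nucleus-defined area of each cell; some results filed as inactive read as strong as hits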
PMI inhibitors – inhibitors of human PMI, primary screen, biochemical, fluorescence intensity, coupled assay (AID 1209) | Mannose-6-phosphate isomerase (Homo sapiens) | purified PMI enzyme, coupled fluorescence intensity; higher % means a stronger effect | one-dose inhibition, % at 20 µM; IC50 in µM for titrated hits | 190,000 tested, 0.42% active; in the data active means inhibition above about 50%;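 further: plate controls were DMSO vehicle for no effect and wells lacking substrate for full effect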
T cell modulator – modulators of CD8 T cell-vesicle binding, primary screen, mouse 2C CD8+ T cells, flow cytometry; 330,000 tested, 0.068% active; AID 2052, 2009; 2C CD8+ T cell-vesicle binding; active compounds read low; calls only at 7 µM;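 active means response, share of CD8 T cells binding vesicles, and their 90th percentile fluorescence all below set limits, cut at about 80% in these data, passing the limit was not always enough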
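Assay system: 2C TCR transgenic mouse naive CD8+ T cells, MACS-purified | Read-out: CD8+ gate FL2 mean fluorescence as % of same-row positive control | Signal: High-throughput flow cytometry with anti-B7-1 and anti-CD8 staining | Timing: Binding step 1.5 h, 37 °C, antibody labelling 20 min, ice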
Dynein transport – inhibitors of GR-EGFP nuclear translocation, primary screen, dynein cargo transport inhibitor project, imaging, high-content, 3617.4 mouse cells | test concentration mostly 20 µM; stimulated with dexamethasone, 1 µM; active compounds read low | z-score, hits read low | 220,000 tested, 0.47% active | AID 1381, 2008;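 active means plate z-score of nuclear minus cytoplasmic receptor signal below a set negative limit, without overly bright fluorescence or cell loss, cut at about -3.5 in these data, passing the limit was not always enough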;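 further: z-score of nuclear minus cytoplasmic ring GR-EGFP intensity difference per well; some compounds called inactive have numbers as strong as hits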
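medium = tetracycline-free induction medium containing charcoal-stripped FBS | probe or stimulus = dexamethasone, 1.0 µM final | timing = 48 h induction, then 1 h compound, then 30 min agonist, 37 °C | detection = automated 10x imaging of fixed Hoechst-stained cells | read-out basis = nuclear versus cytoplasmic GR-EGFP signal, averaged per well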
Insulin prom up – insulin promoter activators in MIN6 cells, imaging, high-content screening, mouse beta cells. MIN6 insulin promoter-GFP reporter; active compounds read high. 190,000 tested, 0.3% active. z-score at 5 µM. AID 1625, 2009;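 active means z-score above 3 at 5 µM with at least 500 cells counted in the well; inconclusive means wells under 500 cells, flagged as cytotoxic or low count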
Dynein transport cytoplasmic EGFP – further read-out of Dynein transport, marked with its call; z-score; measured here: cytoplasmic GR-EGFP intensity; active compounds read high
Dynein transport nuclear GR-EGFP – second read-out of Dynein transport, no call of its own (marks repeat the call); z-score; measured here: nuclear GR-EGFP intensity;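 lower value marks the stronger effect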
Dynein transport cell count – also measured in Dynein transport; calls as there; z-score; measured here: cell count per field
Insulin prom up cell count – also measured in Insulin prom up; calls as there; cell count; measured here: cytotoxicity, nuclei count;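 total cells summed across four imaged fields per well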
Lipid droplet cells 6.5 µM – also measured in Lipid droplet; calls as there; cell count; measured here: cell count, cytotoxicity flag;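 cells counted across two imaged fields per well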
b-catenin transl cell count 5 µM – also measured in b-catenin transl; calls as there; cell count; measured here: cell count, cytotoxicity flag
T cell modulator vesicle-bound % – also measured in T cell modulator; calls as there; double positive events, %; measured here: CD8+ vesicle-bound cell fraction;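 binding gate set so that unloaded-vesicle control wells show 10% double positive cells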
MT stabilize HCS Hoechst-high % – also measured in MT stabilize HCS; calls as there; % Hoechst-high responders; measured here: nuclear condensation Hoechst responders;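 share of cells brighter than vehicle mean plus two SD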
MT stabilize HCS cytotoxicity % – also measured in MT stabilize HCS; calls as there; toxicity, %; measured here: cytotoxicity by cell density;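 0% = mean cell density of plate MIN control wells and 100% = no cells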
Myeloid diff 2 GFP+ MAC1+ % – second read-out of Myeloid diff 2, no call of its own (marks repeat the call); GFP+ MAC1+ double positive, %; measured here: differentiation confirmed by MAC1 staining
The depositor's hits bear a star; i = inactive; ? = inconclusive; · = no result given; + = active, no number. An unsorted share of the library. About 3% of those tested had a hit in this group.

smiles	Myeloid diff 2	Myeloid diff 2 GFP+ MAC1+ %	Lipid droplet	Lipid droplet cells 6.5 µM	TNAP activation fold	b-catenin transl	b-catenin transl cell count 5 µM	MT stabilize HCS	MT stabilize HCS Hoechst-high %	MT stabilize HCS cytotoxicity %	PMI inhibitors	T cell modulator	T cell modulator vesicle-bound %	Dynein transport	Dynein transport cytoplasmic EGFP	Dynein transport nuclear GR-EGFP	Dynein transport cell count	Insulin prom up	Insulin prom up cell count
CCN1CCN(S(=O)(=O)c2ccc(C)c([N+](=O)[O-])c2)CC1	i	0.6	-7	668	1.1	-1.4	1145	2.4	2.9	9.6	-3%	i	10	-0.2	-0.25	-0.19	0.67	0.11	1519
COc1ccccc1C(=O)N1CCN=C1SC	i	1.3	6	747	1.1	·	·	3.9	2.0	3.2	-3%	i	6	2.4	-0.077	1.4	-2.2	-1.1	553
CSc1nsc(SCC(=O)N2CCCc3ccccc32)n1	i	1.4	-13	741	1	-0.5	1014	3.0	0.1	2.0	13%	i	17	0.37	-0.3	0.17	0.68	0.49	1297
CC1Cn2c(nnc2-c2cccc(Cl)c2)S1 (stereo not drawn)	i	1.6	-1	779	1.1	-3.5	1196	5.2	1.6	6.0	-8%	i	51	-0.13	-0.16	0.25	-0.35	0.14	1091
COC(=O)c1c(C)noc1-c1cc(C)on1	i	0.5	-5	673	1.1	·	·	2.3	1.6	6.3	11%	i	46	-0.3	-0.26	-0.17	1.1	0.78	1273
CCCOc1cccc(C(=O)NC(=S)Nc2ccccc2)c1	i	0.6	-11	598	1.1	1.6	583	2.3	2.1	4.7	10%	i	55	0.73	-0.24	0.39	0.071	0.09	1350
CC(=O)O[C@H]1CC(C)(C)C(=C=C/C(C)=C/C=C/C(C)=C/C=C/C=C(C)/C=C/C=C(\C)C(=O)C[C@@]23O[C@]2(C)C[C@@H](O)CC3(C)C)[C@](C)(O)C1	·	·	·	·	·	2.1	1133	·	·	·	·	i	38	-1.6	0.077	-1.2	-0.12	-0.01	898
O=C(N/N=C/c1ccc(F)cc1)c1sccc1OCc1ccc(F)cc1	i	1.5	·	·	1.1	87*	960*	34*	61*	35*	9%	i	22	-0.61	-0.2	-0.61	0.59	-0.9	1282
O=C(NCCCn1ccnc1)/C(=C/c1ccco1)NC(=O)c1ccccc1	i	0.6	·	·	·	·	·	4.3	1.6	5.1	·	i	26	-0.29	-0.2	-0.3	0.29	·	·
COc1ccc(-n2c(-c3ccc(Cl)cc3)c[n+]3c2CCCCC3)cc1	i	1.1	-35	592	·	0.5	1311	·	·	·	·	i	26	-0.28	-0.23	-0.53	0.27	?	·
CCOC(=O)C1CCCN(C(=O)c2cccc([N+](=O)[O-])c2C)C1 (stereo not drawn)	i	0.3	-10	665	1.1	-4.1	953	1.4	1.5	3.9	-9%	·	·	2.2	-0.18	1.9	-1.4	0.86	1628
CCN(CC)C(=O)c1sc2nc(-c3cccs3)cc(-c3ccc(Cl)cc3)c2c1N	i	0.6	·	·	1.1	1.3	1329	2.1	1.5	9.4	-21%	i	38	0.94	5.8	3	-1.5	2	1612
O=C(CN1C(=O)C2C3C=CC(C3)C2C1=O)NCC1COc2ccccc2O1 (stereo not drawn)	i	1.9	22	836	1.1	·	·	1.9	2.2	9.8	-6%	i	49	-0.59	-0.2	-0.13	0.14	0.93	995
COc1ccc2oc(=O)c(C(=O)N3CCc4ccccc43)cc2c1	i	0.6	5	675	1.1	-2.7	1202	2.5	1.2	8.6	10%	i	20	0.12	-0.27	-0.16	-0.2	0.07	881
Cc1ccccc1OCC(O)Cn1c(NCCN(C)C)nc2c1c(=O)n(C)c(=O)n2C (stereo not drawn)	i	2.5	·	·	1.1	2.0	1127	3.6	3.2	6.1	8%	i	46	0.0021	-0.3	0.12	0.52	-0.45	972
CCOC(=O)c1c(CSc2ccc(C)cc2)oc2ccc(O)cc12	i	0.6	1	619	1.1	20	934	1.1	3.9	5.3	31%	i	50	-0.49	-0.33	-0.49	0.77	0.43	1341
CCOC(=O)Cn1c(=O)oc2cc(S(=O)(=O)N3CCN(C(=O)c4ccco4)CC3)ccc21	i	0.4	·	·	1.1	-3.7	601	3.9	2.5	6.1	-3%	i	35	0.3	-0.14	1.2	-0.54	0.32	1317
O=C(c1ccc(-c2ccccc2)cc1)N1CCN(Cc2ccccn2)CC1	i	0.8	·	·	1.1	-0.4	1400	3.9	3.6	11	2%	·	·	-0.78	-0.28	-0.2	-0.11	-0.7	1499
C=CCn1c(NCc2cc(C)ccc2O)nc2ccccc21	i	2.1	·	·	1.1	·	·	4.2	3.2	7.0	-1%	i	22	0.46	-0.16	0.32	0.085	-0.27	910
Cc1nc2ncnn2c(C)c1CCC(=O)Oc1ccccc1	i	1.1	·	·	1.2	-2.4	935	1.6	0.9	11	2%	i	29	-0.47	-0.21	-0.12	0.95	-0.46	1350
Cc1cc(C)cc(NC(=S)N2CCC(N(C)CC3CCCO3)CC2)c1 (stereo not drawn)	i	0.3	-2	683	1	-0.5	1137	2.0	1.1	4.5	9%	i	54	-0.56	-0.24	-0.079	0.21	0.3	1325
Cc1ccc(CN(C)C(=O)CC2C(=O)NCCN2CC2CCCCC2)cc1 (stereo not drawn)	i	0.1	-3	673	1.1	-1.5	997	4.2	2.8	6.8	6%	i	54	0.9	-0.2	0.38	-0.77	-0.46	1537
Cc1c(NC(=S)N/N=C/c2cc([N+](=O)[O-])ccc2O)c(=O)n(-c2ccccc2)n1C	i	0.5	-5	749	·	3.5	1085	·	·	·	·	i	52	-0.22	-0.1	-0.043	-0.11	-0.02	1339
C=CCN(CC=C)S(=O)(=O)c1ccc(C(=O)Nc2nnc(COC)o2)cc1	i	0.4	4	633	1.1	-0.5	1032	2.9	2.4	7.3	-33%	i	43	1.1	-0.29	0.42	-1.6	0.1	1222
C=CCNc1nnnc2c1sc1nc(N3CCOCC3)c3c(c12)CCCC3	i	0.0	6	748	·	0.5	1309	·	·	·	·	i	45	-0.25	-0.26	-0.051	-0.17	-1.2	869
O=C(CCSc1ccc(Cl)cc1)N1CCN(c2ccc(O)cc2)CC1	+	0.8*	-8	663	·	-0.1	1319	·	·	·	·	i	60	0.091	-0.23	-0.058	-0.024	-0.13	998
C#CCOC(=O)c1ccc(-n2cncn2)nc1	i	0.1	-15	822	1.1	·	·	0.7	1.1	24	-2%	·	·	0.69	-0.21	0.2	0.22	-0.35	878
O=[N+]([O-])c1ccccc1S(=O)(=O)n1nnc2ccccc21	i	0.5	-10	659	0.9	4.3	970	2.4	3.4	2.3	-16%	i	43	-0.41	-0.21	-0.039	-0.055	0.78	1138
Clc1ccc(/C=N/Nc2ncnc3nc[nH]c23)cc1	i	0.4	-1	654	·	2.1	1318	·	·	·	·	i	27	1.7	-0.2	1.3	-1.2	-0.75	897
O=C(O)c1nc(N2CCCCC2)ncc1Cl	i	1.1	3	643	1	-0.2	1050	1.8	1.3	5.3	5%	i	37	0.28	-0.28	0.2	0.68	·	·
Clc1ccc(CNc2ccc(CNc3ncn[nH]3)cc2)cc1	i	2.0	16	691	2.2	-1.5	986	0.7	3.4	8.0	-4%	i	57	0.24	-0.14	-0.28	0.14	-0.29	1354
C#CCOCCOCCOCCNc1nc(N2CCN(C(=O)[C@H](CCCCN)n3cc([C@@H](N)CC(C)C)nn3)CC2)nc(N2CCN(C(=O)[C@H](CCCCN)n3cc([C@@H](N)CC(C)C)nn3)CC2)n1	i	1.3	15	765	1.1	-0.6	1174	5.5	1.3	5.9	-20%	i	27	-0.72	-0.25	-0.098	0.28	-0.8	1401

Assay outcomes deposited in PubChem by several laboratories.
